MEP2 TOR yeast – modulators of MEP2-GFP levels in yeast, primary screen, S. cerevisiae, multiplex flow cytometry, MLPCN library. S. cerevisiae MEP2-GFP strain, 3 h; 100% = DMSO control level. GFP response vs DMSO, % at 10 µM. actives 0.51% (n = 330,000);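 active means GFP response versus DMSO above a set limit, roughly screen mean plus 3 SD, cut at about 180% in these data; inconclusive means fewer than 70 cells counted for a yeast strain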;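 further: median GFP fluorescence of the barcode-gated MEP2-GFP cells per well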
LAP4 TOR yeast – modulators of LAP4-GFP expression in yeast, primary screen, S. cerevisiae, multiplex flow cytometry, MLPCN library | 3 h; median GFP as percent of DMSO wells | GFP response vs DMSO, % at 10 µM | actives 0.34% (n = 320,000) | AID 2023, 2009;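 active means GFP response vs DMSO above a set limit, about the screen mean plus 3 SD, cut at about 150% in these data; inconclusive means under 70 cell events counted for the yeast strain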
GRK2 aptamer HTS – compounds blocking aptamer binding on GRK2 – biochemical, human GRK2, bead flow cytometry, HTS, primary screen | Beta-adrenergic receptor kinase 1 (Homo sapiens), P25098 | FAM-aptamer displacement from GRK2 | inhibition of aptamer binding, % at 10 µM | actives 0.59% (n = 330,000);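 active means inhibition of aptamer binding above 40%, roughly 3 SD of noise, on plates passing a quality check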;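 further: median bead fluorescence of bound FAM aptamer so fluorescent compounds give negative values; no value below 0 was filed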
Target sequence (P25098 whole entry, looked up): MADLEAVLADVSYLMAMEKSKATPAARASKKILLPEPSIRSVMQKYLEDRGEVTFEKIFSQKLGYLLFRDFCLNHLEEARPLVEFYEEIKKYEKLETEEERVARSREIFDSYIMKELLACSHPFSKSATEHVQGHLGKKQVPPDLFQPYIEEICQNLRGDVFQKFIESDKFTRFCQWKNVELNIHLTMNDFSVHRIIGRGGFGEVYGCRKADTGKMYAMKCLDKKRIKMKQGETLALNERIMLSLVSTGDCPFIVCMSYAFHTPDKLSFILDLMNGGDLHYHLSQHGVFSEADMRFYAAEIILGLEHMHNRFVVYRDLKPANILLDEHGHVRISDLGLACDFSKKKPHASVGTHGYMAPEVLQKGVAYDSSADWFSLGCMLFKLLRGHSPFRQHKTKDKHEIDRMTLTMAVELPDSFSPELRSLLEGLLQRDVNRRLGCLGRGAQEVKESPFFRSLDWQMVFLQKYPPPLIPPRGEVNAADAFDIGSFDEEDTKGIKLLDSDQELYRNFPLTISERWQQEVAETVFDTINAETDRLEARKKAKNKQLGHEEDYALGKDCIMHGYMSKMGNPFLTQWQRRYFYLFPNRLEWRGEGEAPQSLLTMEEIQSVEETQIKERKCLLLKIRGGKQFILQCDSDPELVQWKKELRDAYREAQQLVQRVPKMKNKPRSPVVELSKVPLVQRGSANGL
VLA-4 inh – inhibition in human VLA-4 binding assay, primary screen, VLA-4 allosteric modulator project, MLPCN library, flow cytometry, VLA-4 expressing cells; Integrin alpha-4 (Homo sapiens), P13612; ligand binding flow cytometry; inhibition, % (about 7 µM as worked out from the volumes in the protocol); actives 0.2% (n = 330,000); in the data active means inhibition above about 50%
CIT2 TOR yeast – modulators of CIT2-GFP expression in yeast, primary screen, S. cerevisiae, GFP fusion, multiplex flow cytometry, MLPCN library | S. cerevisiae CIT2-GFP strain, 3 h; 100 means same as DMSO wells | GFP response vs DMSO, % at 10 µM | actives 0.065% (n = 320,000) | AID 2029, 2009;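 active means GFP response relative to DMSO above a set limit, near the screen mean plus 3 SD, cut at about 150% in these data; inconclusive means Fewer than 70 cells measured for a yeast strain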;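 further: ratio of well median GFP fluorescence to mean of DMSO wells on the plate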
RPL19A TOR yeast – RPL19A-GFP expression modulators in yeast, primary screen, cell-based, S. cerevisiae, multiplex flow cytometry, MLPCN; S. cerevisiae RPL19A-GFP strain, 3 h; stronger effect = lower value; percent response vs DMSO, % at 10 µM; actives 0.3% (n = 330,000);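 active means percent response vs DMSO below 50%; inconclusive means fewer than 70 events counted for the yeast strain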;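 further: median channel GFP fluorescence of the barcoded RPL19A-GFP strain; ratio of sample median GFP to plate DMSO average so 100% = DMSO; lower means less RPL19A-GFP as with rapamycin TOR inhibition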
GASC-1 inh – inhibitors of GASC-1 histone demethylase, primary screen, biochemical, fluorescence, DELFIA europium; Lysine-specific demethylase 4C (Homo sapiens), Q9H3R0; GST-JMJD2C(1-420) H3K9me3 demethylation; inhibition, % at 2.35 µM; actives 0.069% (n = 330,000); AID 2099, 2009;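 active means more than half of a compound's replicate wells show inhibition beyond 50%, single wells judged on their own value; inconclusive means some, but no more than half, of replicates pass 50% inhibition; inactive means no replicate passes 50% inhibition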;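 further: signal counts dimethyl H3K9 product captured on neutravidin plate; 0% = median of DMSO wells and 100% = 0.3 times that DMSO median; strong numbers were not always called active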
Target sequence (Q9H3R0 1-420 limits assumed): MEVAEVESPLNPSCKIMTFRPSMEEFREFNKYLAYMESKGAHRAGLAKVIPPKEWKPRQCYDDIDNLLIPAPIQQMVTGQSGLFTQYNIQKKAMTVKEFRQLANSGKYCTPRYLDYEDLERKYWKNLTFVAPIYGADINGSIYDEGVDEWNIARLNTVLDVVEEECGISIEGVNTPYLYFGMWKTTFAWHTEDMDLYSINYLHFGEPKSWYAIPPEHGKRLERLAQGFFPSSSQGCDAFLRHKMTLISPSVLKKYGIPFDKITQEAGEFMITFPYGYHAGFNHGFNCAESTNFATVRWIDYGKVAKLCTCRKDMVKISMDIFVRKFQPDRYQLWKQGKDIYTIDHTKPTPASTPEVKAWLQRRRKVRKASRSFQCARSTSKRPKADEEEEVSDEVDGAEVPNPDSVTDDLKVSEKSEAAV
AGP1 TOR yeast – modulators of AGP1-GFP expression in yeast TOR pathway, primary screen, cell-based, multiplex flow cytometry, S. cerevisiae, MLPCN library | 3 h; GFP as percent of DMSO wells | GFP response vs DMSO, % at 10 µM | actives 0.02% (n = 320,000);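 active means GFP response relative to DMSO above a set limit, near screen average plus 3 SD, cut at about 150% in these data; inconclusive means fewer than 70 cells counted for the yeast strain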;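 further: median GFP channel fluorescence of the gated AGP1 strain per well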
* hit, by the source's call; u = inconclusive; x = no result given; & = joins results of further samples; [ ] = remark or other dose.

SMILES	MEP2 TOR yeast	LAP4 TOR yeast	GRK2 aptamer HTS	VLA-4 inh	CIT2 TOR yeast	RPL19A TOR yeast	GASC-1 inh	AGP1 TOR yeast
O=C(COC(=O)c1ccco1)Nc1ccc2[nH]c(=O)[nH]c2c1	93.6	92.0	0.0	7.0	98.4	94.1	2.8	91.0
Cc1cccc(NC(=O)N2CCCC2C(=O)NCc2cccs2)c1 (stereo not drawn)	98.3	100.5	3.0	5.9	98.7	100.2	0.3	97.8
COc1ccc(NC(=O)c2sc3nc(-c4cccnc4)ccc3c2N)cc1	115.9	109.5	0.0	-6.4	99.2	97.1	3.0	102.2
O=C(Nc1ccc(F)c(Cl)c1)c1cc(-c2ccco2)on1	107.0	105.0	0.0	-6.7	101.6	100.8	-4.7	98.5
CC1SC(c2ccc(Cl)cc2)NC1=O (stereo not drawn)	101.4	91.1	0.0	-1.2	102.2	95.3	0.2	102.5
CN(C)c1nc(N)nc(-c2nc3ccccc3s2)n1	89.0	98.1	5.0	8.9	x	91.3	4.2	81.8
O=C(Cn1ccc2ccccc2c1=O)NCC(=O)N1CCN(c2ccc(F)cc2)CC1	107.9	96.8	1.0	-0.3	103.5	108.0	4.6	106.2
CCc1cc2c(SCC(=O)O)ncnc2s1	112.8	106.0	2.0	4.0	99.3	98.0	-9.3	97.0
O=C(Nc1ccc(F)cc1)Nc1sccc1-c1nc2ccccc2s1	96.1	111.1	4.0	-12.6	95.0	93.1	-1.7	100.4
CCOc1ccc(NC(=S)N2CCCN(Cc3cccc(Cl)c3)C2)cc1	100.8	101.9	0.0	-2.8	97.9	97.0	9.9	103.0
Cc1cccc(/N=C/c2ccccn2)n1	101.9	116.7	0.0	-3.8	107.5	106.4	0.0	116.5
CNc1nc2c(-c3ccc(Cl)cc3)nnn2c2ccccc12	107.8	96.0	0.0	3.3	103.4	108.7	5.3	96.1
C#CCNC(=O)C1=C[C@@H](c2ccc3c(c2)OCO3)C[C@@H](OCCCCO)O1	86.4	100.7	1.0	2.7	83.0	101.5	15.6	87.7
CCCCn1c(N)c(N(CC)C(=O)c2ccccc2F)c(=O)[nH]c1=O	105.2	90.5	0.0	7.8	100.4	99.2	11.0	98.3
COc1ccccc1CNC(=O)c1cc(C2CC2)nc2c1cnn2C(C)C	99.8	103.7	0.0	-2.9	98.2	96.8	12.5	95.5
Cc1cc(N2C(=O)CC(N3CCN(c4ccc(C(=O)c5cccs5)cc4)CC3)C2=O)no1 (stereo not drawn)	101.6	99.4	0.0	17.1	101.5	100.5	3.0&-1.8	104.9
Cc1nc(Sc2cccn2C)c(C(F)(F)F)c(=O)[nH]1	104.2	116.7	1.0	9.7	x	108.3	-9.3	110.5
CCOC(=O)c1cnc2c(-c3ccccc3)cnn2c1N	529.2*[may fluoresce violet]	113.6[may fluoresce violet]	0.0	-0.3	u	31.9*[may fluoresce violet]	0.3	x
CCC(c1nnnn1Cc1ccc(F)cc1)N(CCCO)Cc1cc2cc3c(cc2[nH]c1=O)OCO3 (stereo not drawn)	99.9	99.2	1.0	-3.9	104.1	104.9	0.0	107.4
COc1cc(OC)c(OC)cc1/C=N/NC(=O)c1ccc2nc[nH]c2c1	89.0	101.9	0.0	2.4	98.9	95.1	1.4	98.3
CCCN1C(=O)/C(=C/c2ccc(C)s2)NC1=S	107.5	97.5	7.0	2.6	87.3	101.8	3.8	91.4
C=CCc1cc(C=O)cc(OC)c1OCc1c(Cl)cccc1Cl	100.4	99.8	0.0	5.7	115.7	100.9	1.3	83.7
CN1CCC(NC(=O)c2cc(-c3cccc(Br)c3)nc3ccccc23)CC1	95.1	94.6	0.0	16.1	96.6	102.7	-2.6	97.9
NC(=O)c1cccn1Cc1cccc(Cl)c1	98.4	86.6	0.0	1.3	86.2	87.8	-7.1	x
COc1cc2ccccc2cc1C(=O)NC1CCCCC1	91.0	98.8	2.0	0.0	84.0	98.3	-2.1	99.0
CCOC(=O)C1CCCN(C(=O)CC(C)c2ccccc2)C1 (stereo not drawn)	98.0	98.8	0.0	-12.7	95.5	95.7	4.7	97.7
CCCCn1c(N)c(N(CC(C)C)C(=O)CN2C(=O)NC3(CC(C)CC(C)(C)C3)C2=O)c(=O)[nH]c1=O (stereo not drawn)	97.6	106.1	1.0	1.5	102.3	96.1	3.1	108.1
CCc1ccc(C(=O)CSC2=C(C#N)C(c3ccco3)C(C(C)=O)=C(C)N2)cc1 (stereo not drawn)	107.9	111.0	15.0	-12.1	93.3	97.9	1.0	98.8
CCOc1ccc(S(=O)(=O)NCc2ccco2)cc1	101.4	99.1	0.0	17.8	98.0	100.9	-2.5	103.1
Cc1ccc2nc(NC(=O)c3ccc4ncsc4c3)sc2c1	107.5	101.1	0.0	7.2	103.2	97.2	5.6	100.1
COc1ccc(S(=O)(=O)N2CCOCC2)cc1NC(=O)COc1ccc2c(C)cc(=O)oc2c1	100.1	103.3	0.0	-11.5	103.3	97.9	4.2	103.7
Cc1cc(C)n2c3c(c(C#N)c2n1)CC(C)(C)OC3	102.7	96.7	0.0	-3.5	104.9	100.2	-1.9	104.6
Cc1ccc(O)c(N=Cc2cccs2)c1	104.2	95.2	0.0	26.0	96.3	97.8	0.6	91.7
Cc1cc2c(cc1S(=O)(=O)Nc1c(C)cccc1C)n(C)c(=O)c(=O)n2C	103.9	105.6	0.0	37.9	96.8	98.2	10.3	105.0
NC(=O)CC(NC(=O)Cc1ccc(Br)cc1)c1ccc(NCCc2cccc(F)c2)c([N+](=O)[O-])c1 (stereo not drawn)	92.5	108.3	1.0	-0.5	76.2	96.2	-0.4	82.6
O=C(CSc1nnc(-c2ccco2)o1)NCCc1ccccc1	101.6	100.7	1.0	-5.0	91.2	93.1	2.3	94.1
CCCCOc1ccc(S(=O)(=O)NC(=O)NCc2ccc(OCCC)cc2)cc1	109.6	96.8	1.0	14.9	105.1	102.2	-4.3	105.1
O=C1CC(N(CCc2ccccc2)C(=S)Nc2ccccc2)C(=O)N1c1ccc(F)cc1 (stereo not drawn)	94.0	103.2	2.0	0.9	106.8	107.7	1.3	112.4
O=C1CC(N2CCSCC2)C(=O)N1c1cccc(Cl)c1 (stereo not drawn)	99.8	93.8	0.0	-1.5	72.1	99.0	10.1	95.8
COC(=O)c1cc(OC)c(OC)c(OC)c1[N+](=O)[O-]	90.8	105.7	0.0	16.5	98.5	96.0	-1.8	100.8
COc1ccc(CC(=O)N(C)Cc2ccc(C(C)(C)C)cc2)cc1S(=O)(=O)N1CCOCC1	u	u	5.0	-2.7	u	u	-1.3	u
COC(=O)c1cnc2c(C(F)(F)F)cccc2c1OC	106.0	108.4	1.0	-15.2	94.2	106.6	x	104.8
Cc1nn(S(=O)(=O)c2ccc(Cl)cc2)c(C)c1Sc1ccc([N+](=O)[O-])cc1	104.8	96.9	0.0	37.6	105.5	102.2	-11.4	98.7
CCCCOc1ccc(N(CC(=O)NCc2ccccc2)C(=O)c2csnn2)cc1	100.6	100.6	2.0	14.8	98.4	98.3	1.8	95.2
CCC(=O)N1CCN(c2ccccc2NC(=O)Cc2ccc(Cl)cc2)CC1	94.7	98.3	0.0	8.8	101.2	93.9	6.4	95.7
CN1CCCC2(CCCN(Cc3nc(Cc4cccc(C(F)(F)F)c4)no3)C2)C1 (stereo not drawn)	98.0	100.7	0.0	9.6	103.6	97.4	-1.2	99.6
CCOc1cc(CNc2ccc(S(N)(=O)=O)cc2)cc(Cl)c1OC	105.6	98.8	1.0	x	99.6	102.4	-6.1	102.7
CC1CCCCC1NC(=S)NC(=O)c1ccccc1Br (stereo not drawn)	113.4	123.4	3.0	-4.7	102.8	90.9	-2.3	104.7
COc1ccc(CCN2C(=O)NC(NC(=O)C(C)(C)C)(C(F)(F)F)C2=O)cc1OC (stereo not drawn)	99.7	105.2	0.0	9.5	102.4	102.7	0.9	108.3
COc1ccc(/C(N)=N/OC(=O)c2ccc(C)c([N+](=O)[O-])c2)cc1	105.1	106.2	0.0	4.8	110.5	101.7	-5.1	106.2
CCc1ccccc1NC(=O)CNC(=O)c1cc(C2CC2)nc2c1cnn2C(C)C	93.7	99.6	0.0	8.8	95.6	95.4	0.5	100.7
CCN(CCCNS(=O)(=O)c1cc(-c2cc(C)no2)ccc1C)Cc1ccccc1	96.0	103.7	0.0	11.7	97.8	99.0	-8.4	106.5
COc1ccc2c(c1)CCCC21NC(=O)N(CC(=O)c2cc(F)ccc2F)C1=O (stereo not drawn)	101.6	96.5	0.0	9.7	100.4	95.4	-4.7	99.9
CS(=O)(=O)c1ccc(C(=O)OCC(=O)NC23CC4CC(CC(C4)C2)C3)cc1[N+](=O)[O-]	103.0	93.5	0.0	8.2	102.4	104.3	9.7	100.6
O=C(N/N=C\c1ccc[nH]1)C1COc2ccccc2O1 (stereo not drawn)	101.2	110.5	0.0	3.9	102.6	101.1	6.7	110.8
O=C(c1c(F)cccc1F)N1CCCC(c2nc(-c3cccs3)no2)C1 (stereo not drawn)	97.4	94.9	2.0	6.0	92.9	99.1	-4.2	99.9
Cc1ccc(-n2c(SCC(=O)NCc3ccco3)nc3c([nH]c4ccccc43)c2=O)cc1	98.8	105.8	5.0	34.4	97.6	99.6	6.4	96.7
COc1cc(CNC(=O)c2ccc(Cn3nc(C)c(Cl)c3C)o2)cc(OC)c1	95.1	94.3	0.0	10.4	101.5	93.4	10.2	95.9
Cc1ccc(C(=O)N/C(=C/c2ccco2)C(=O)N2CCOCC2)cc1	163.9	173.5*	1.0	16.7	119.8	94.2	-3.7	129.7
NC(=O)c1ccsc1NC(=O)COC(=O)CNC(=O)c1ccc(F)cc1	106.5	101.6	55.0*	-2.0	99.8	105.6	-0.5	102.8

Record cards (already shown). Screens in order: MEP2 TOR yeast	LAP4 TOR yeast	GRK2 aptamer HTS	VLA-4 inh	CIT2 TOR yeast	RPL19A TOR yeast	GASC-1 inh	AGP1 TOR yeast
Cc1ccc(-n2c(SCC(=O)NCc3ccco3)nc3c([nH]c4ccccc43)c2=O)cc1 as listed: 98.8	105.8	5.0	34.4	97.6	99.6	6.4	96.7
COc1ccc2c(c1)CCCC21NC(=O)N(CC(=O)c2cc(F)ccc2F)C1=O (stereo not drawn) as listed: 101.6	96.5	0.0	9.7	100.4	95.4	-4.7	99.9
NC(=O)c1ccsc1NC(=O)COC(=O)CNC(=O)c1ccc(F)cc1 as listed: 106.5	101.6	55.0*	-2.0	99.8	105.6	-0.5	102.8

Other compounds
SMILES	MEP2 TOR yeast	LAP4 TOR yeast	GRK2 aptamer HTS	VLA-4 inh	CIT2 TOR yeast	RPL19A TOR yeast	GASC-1 inh	AGP1 TOR yeast
COc1ccc(CCNC(=O)[C@H](C)NC(=O)N2CCn3c2nc2ccccc23)cc1OC	106.2	94.8	0.0	12.4	96.4	96.2	u	80.1
COc1ccccc1C1SCCN1C(=O)c1ccc([N+](=O)[O-])cc1 (stereo not drawn)	95.3	94.3	5.0	-6.2	94.1	98.9	-6.4	93.9
COc1ccc(N2CCN(C(=O)Cc3nn(C)c(=O)c4ccccc34)CC2)cc1	100.8	101.4	1.0	2.8	91.2	98.9	5.3	100.3
COc1ccc(C2C3=C(CC(C)(C)CC3=O)Nc3c2c(=O)[nH]c(=O)n3Cc2ccccc2)cc1OC (stereo not drawn)	106.4	93.1	2.0	7.8	91.7	94.9	26.7	96.7

Source: PubChem
